# PLC-beta3 inh – blocks human PLC-beta3 enzyme activity | inhibition, % at 12.2 µM | Q01970 | Purified PLC-beta3, fluorogenic substrate, fluorescence | 370,000 tested, 0.18% active; in the data active = inhibition above about 11%;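 note: 0% = median of compound wells on plate and 100% = full blocker control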
# NR1D1 modulator – modulates human Rev-erb alpha binding to DNA; activity, % at 10 µM; P20393; 370,000 tested, 0.79% active; Rev-erbα–FITC-DNA binding, fluorescence polarization, 90 min; AID 1259318;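 active = activity above about 14%, limit read from the data; passing the limit was not always enough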;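 note: 0% = DMSO wells with 35 nM protein and 100% = DMSO wells with 750 nM protein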
# UHRF1 binding – blocks human UHRF1 binding to methylated DNA. Q96T88. UHRF1 binding to methylated oligo, TR-FRET. inhibition, % at 4.4 µM. 370,000 tested, 0.75% active. AID 687016; in the data active = inhibition above about 21%;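 note: UHRF1 SRA domain binding a hemimethylated CpG hairpin DNA probe; 0% = median of test compound wells and 100% = reference inhibitor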
# ASAP1 inh – blocks human ASAP1-stimulated Arf1 GTP hydrolysis; Q9ULH1; GDP FP detection; inhibition, % at 16.5 µM; 360,000 tested, 0.19% active; AID 624377; in the data active = inhibition above about 25%;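 note: 0% = vehicle with enzyme and substrate and 100% = no enzyme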
# Tn7 DDE FP – disrupts Tn7 cyclic peptide binding to fibrin D-Dimer-E complex; 370,000 tested, 0.13% active; inhibition, % at 8.3 µM; AID 720508; FP displacement of FITC-Tn7 peptide from fibrin DD(E); 0% = median of compound wells per plate; P02675;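 active = inhibition above the mean of compounds falling within the control limits plus 3 SD of them, cut at about 14% in these data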;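 note: 0% = plate median of compound wells and 100% = 10 µM Aha-Tn7 peptide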
# Target sequence (P02675 whole entry, looked up): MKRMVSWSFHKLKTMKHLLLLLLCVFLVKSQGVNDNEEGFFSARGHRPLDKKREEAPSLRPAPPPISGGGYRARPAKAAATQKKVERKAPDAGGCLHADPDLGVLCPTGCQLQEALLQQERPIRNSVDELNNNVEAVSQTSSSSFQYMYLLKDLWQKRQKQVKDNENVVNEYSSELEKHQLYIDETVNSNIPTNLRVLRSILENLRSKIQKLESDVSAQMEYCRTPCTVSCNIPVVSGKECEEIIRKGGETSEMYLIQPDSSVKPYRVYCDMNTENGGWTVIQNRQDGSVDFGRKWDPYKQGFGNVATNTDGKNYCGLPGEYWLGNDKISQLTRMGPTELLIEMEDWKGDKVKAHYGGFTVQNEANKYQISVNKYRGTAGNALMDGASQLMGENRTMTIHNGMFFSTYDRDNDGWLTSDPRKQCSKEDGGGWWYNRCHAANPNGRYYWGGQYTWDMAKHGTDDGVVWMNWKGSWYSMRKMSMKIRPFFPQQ
#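 Test system – human fibrin DD(E) · Times – 10 min preincubation, 3 h with tracer, room temperature · Detection – fluorescence polarization of the labelled Tn7 tracer · Measure – percent inhibition normalized to high-control wells · Benchmarks – high control wells with 10 µM unlabelled Aha-Tn7 peptide (full inhibition) · Repeats – singlicate testing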
# PLCg1 inh – PLC-gamma1 (human) inhibition, primary screen | inhibition, % at 12.2 µM | 370,000 tested, 0.84% active | purified PLC-gamma1, fluorogenic substrate, fluorescence | AID 720700 | P19174; in the data active = inhibition above about 9.5%
# Tn6 DDE FP – disrupts Tn6 cyclic peptide binding to fibrin D-Dimer-E complex. inhibition, % at 8.3 µM. Fibrin DD(E) TRITC-Tn6 fluorescence polarization displacement. 370,000 tested, 0.21% active;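 active = inhibition above a per-campaign cutoff: mean of compounds within control limits plus 3 SD, cut at about 15% in these data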;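 note: 0% = median of all compound wells on the plate and 100% = blocking peptide control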
# KLK7 zymogen act – proKLK7 (human) activation, primary screen | 370,000 tested, 0.9% active | purified proKLK7, EDANS-DABCYL substrate fluorescence; 100% is mature enzyme control, 0% vehicle | activation, % at 7 µM | P49862;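 active = activation above the mean of all tested compounds plus 3 SD, computed per campaign excluding outliers beyond control limits, cut at about 13% in these data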
# Target sequence (P49862 whole entry, looked up): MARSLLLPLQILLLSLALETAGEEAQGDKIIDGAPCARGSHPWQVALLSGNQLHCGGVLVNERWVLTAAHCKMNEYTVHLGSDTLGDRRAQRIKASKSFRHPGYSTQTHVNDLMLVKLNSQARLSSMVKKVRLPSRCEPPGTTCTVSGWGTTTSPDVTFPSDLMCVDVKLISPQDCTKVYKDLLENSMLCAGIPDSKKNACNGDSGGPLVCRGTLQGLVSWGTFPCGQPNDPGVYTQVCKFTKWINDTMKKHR
# ARFGAP1 inh – rat ARFGAP1 inhibition. Arfgap1-stimulated ARF1 GTP hydrolysis, GDP FP detection. 360,000 tested, 0.26% active. Q62848. inhibition, % at 16.5 µM;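 active = inhibition above a per-plate limit, mean inhibition of low control wells plus 3 SD, cut at about 25% in these data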;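 note: 0% = DMSO wells with enzyme and 100% = wells lacking Arfgap1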
# Target sequence (Q62848 1-136 limits assumed): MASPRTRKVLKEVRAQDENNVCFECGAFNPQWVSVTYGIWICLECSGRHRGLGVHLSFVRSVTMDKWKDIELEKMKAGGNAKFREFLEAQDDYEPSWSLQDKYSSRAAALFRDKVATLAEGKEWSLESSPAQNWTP
#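 Material: rat Arfgap1 catalytic domain, aa 1-136; also added: human ARF1(Δ1-17)-GTP substrate; compound dosing: one concentration, 16.5 µM, DMSO 1.26%; incubation: GTP hydrolysis reaction 2 h at 25 °C; measured by: Tracer-displacement fluorescence polarization with EDTA stop, 620/688 nm; evaluation: % inhibition from polarization; repeats: one replicate per compound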
# sPLA2-III inh – Inhibits HGIII-sPLA2 liposome hydrolysis, primary screen; QFRET BODIPY PC-A2 liposome hydrolysis, fluorescence; Q9NZ20; 370,000 tested, 0.56% active; inhibition, % at 12.2 µM; AID 743126;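 active = inhibition above mean plus 3 SD of compounds lying within the high and low control bounds, cut at about 19% in these data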;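 note: 0% = median of test compound wells and 100% = no enzyme DMSO wells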
# Starred values were filed as active, the others as inactive; · = no result given.
SMILES,PLC-beta3 inh,NR1D1 modulator,UHRF1 binding,ASAP1 inh,Tn7 DDE FP,PLCg1 inh,Tn6 DDE FP,KLK7 zymogen act,ARFGAP1 inh,sPLA2-III inh
Nc1ncnc(Nc2c(F)cccc2F)n1,-4,-3,-2,11,-2,-2,-4,0.9,-3,8
O=C(c1ccc(NS(=O)(=O)c2cccs2)cc1)N1CCOCC1,-4,-2,-1,7,-5,2,-8,-0.1,9,-5
CC(C)(C)OC(=O)N1CCN(C(=O)c2[nH]cnc2C(=O)NCc2ccccc2)CC1,3,-1,-4,8,-9,1,-2,0.1,-2,5
COC(=O)c1ccc2c(c1)c(C#Cc1ccccc1)c(-c1ccccc1)n2C,-407,-5,4,2,-8,-265,-8,-40,-10,6
CN1CCN(c2ccc(CNC(=O)C3(C)Cc4c(-c5ccccc5)ccnc4O3)cc2)CC1 (configuration not stated),2,-2,3,7,0,0,5,-0.3,10,5
CSCCC(NC(=O)c1ccccc1Br)C(=O)NCC(C)(C)N1CCOCC1 (configuration not stated),-4,2,3,10,-4,0,-1,0.9,0,3
Cc1ccc(NC(=O)CS(=O)CC(=O)N(c2ccccc2)C(C)C(=O)NC2CCCC2)cc1 (configuration not stated),1,-2,-1,8,-4,2,4,-0.2,13,-4
CCCCn1c(SCC(=O)NCc2ccco2)nc2cc(S(N)(=O)=O)ccc21,0,3,-2,-1,-1,-1,-4,-0.1,-1,-5
CC(=O)c1cc(NC(=O)c2ccc(C)cc2)c(=O)oc1/C=C/N(C)C,-35,31*,-4,16,-2,-29,1,0.9,3,-1
O=C1CCC(OCc2ccccc2)CCN1[C@H](CSc1ccccc1)Cc1ccccc1 (some centres not stated),-5,2,4,-3,4,-2,-11,-0.3,17,-1
O=S(=O)(NCC1CCCO1)c1ccc(Br)cc1 (configuration not stated),-5,-2,2,4,1,0,11,0.7,-25,-5
COc1cccc(NS(=O)(=O)Cc2ccccc2)c1,-1,2,-2,4,-4,-3,5,0.2,1,-6
CN(C(=O)COC(=O)Cn1c(C(F)(F)F)nc2ccccc21)c1c(N)n(Cc2ccccc2)c(=O)[nH]c1=O,-10,-3,0,-10,1,2,6,0.2,-21,8
CC(=O)Cn1ncc(N(C)Cc2ccccc2)c(Cl)c1=O,-3,-4,-2,5,-8,-1,-6,-0.4,11,-5
COc1ccc(S(=O)(=O)N2CCN(C(=O)N(C)C)C2C)cc1 (configuration not stated),3,-3,4,6,-1,6,-3,0.6,-2,5
C#Cc1cccc(NC(=O)c2ccc(Cl)cc2Cl)c1,-8,5,1,-18,7,1,0,0.6,4,7
Cc1c(Br)c(C(F)(F)F)nn1CC(=O)N1CCCC1,2,4,-2,-2,2,0,6,-0.3,-9,-2
COc1ccccc1C1N(c2cc(Cl)ccc2OC)C(=O)C2CCCN21 (configuration not stated),-4,7,2,-5,-1,3,-3,0.0,10,8
CC(=O)N1CCc2ccc([N+](=O)[O-])cc21,0,-9,-3,-7,-5,0,7,0.4,-10,-9
COc1ccc(/C=N/OCc2ccc(Br)cc2)c(OC)c1,-2,11,-1,-9,1,3,3,-0.2,2,0
CCOC(=O)c1ccc(NC(=O)Nc2ccccn2)cc1,-2,0,2,3,-1,3,5,-0.5,3,4
CCOC(=O)[C@]12CCCC=C1N(Cc1ccc(OC)cc1)C(=O)[C@@H]2CC(=O)NCc1ccccc1,1,-3,0,·,-4,1,-2,-0.4,·,-11
O=c1cc[nH]c2cc(C(F)(F)F)ccc12,1,3,1,0,-2,0,2,-1.5,3,-10
CCN1C(c2ccccc2)=C(c2ccccc2)S/C1=C/C=C1\SC(=S)N(C)C1=O,-7,3,-1,4,5,-1,2,0.1,11,-2
COC(=O)c1cc(OC)c(OC)cc1NC(=O)Cn1nnc(-c2ccccc2Cl)n1,-3,2,17,-1,5,2,4,-0.3,-9,5

# Shown as a hit in NR1D1 modulator, of those listed so far:
SMILES | PLC-beta3 inh | NR1D1 modulator | UHRF1 binding | ASAP1 inh | PLCg1 inh | Tn6 DDE FP | KLK7 zymogen act | ARFGAP1 inh | sPLA2-III inh
CC(=O)c1cc(NC(=O)c2ccc(C)cc2)c(=O)oc1/C=C/N(C)C | -35 | 31* | -4 | 16 | -29 | 1 | 0.9 | 3 | -1

# (next part)
SMILES,PLC-beta3 inh,NR1D1 modulator,UHRF1 binding,ASAP1 inh,Tn7 DDE FP,PLCg1 inh,Tn6 DDE FP,KLK7 zymogen act,ARFGAP1 inh,sPLA2-III inh
COCCNC(=O)NC(=O)COC(=O)C1(c2ccc(Cl)cc2)CC1,2,4,0,14,-1,2,0,-0.1,4,2
C=CCN(C(=O)CNC(=O)c1ccco1)C(C(=O)NC1CCCC1)c1ccc(OC)cc1 (configuration not stated),-1,-3,-2,-13,2,0,2,0.8,0,-5
O=C1CCCN1c1ccc(N2CCCC2=O)cc1,-2,0,0,-24,0,-1,4,0.2,-2,11
O=C(OCC(=O)N1CCC(Cc2ccccc2)CC1)c1cc(Cl)ccc1O,-5,9,1,2,8,0,2,0.7,1,3
O=C(O)COCC(=O)Nc1ccc2c(c1)CCC2,7,5,2,-13,7,6,1,-0.1,10,11
O=c1c([N+](=O)[O-])c(O)c2ccccc2n1Cc1ccccc1,-19,3,1,-5,-4,-11,-2,0.0,8,-2
O=C1c2ccccc2C(=O)N1c1cc([N+](=O)[O-])ccn1,-4,0,3,5,-8,1,-7,0.1,4,-2
CCOc1ccccc1NC1=C(OC)C(=O)C(Nc2ccccc2OCC)=C(OC)C1=O,1,0,-1,-2,6,3,-8,-0.4,-2,4
Cc1ccc(NC(=S)NCCC2=CCCCC2)cc1,-4,4,0,5,-7,5,-7,0.2,-1,18
Cc1ccc(S(=O)(=O)Nc2cc(=O)[nH]c3c2CCC3)cc1,-16,5,-2,-1,-4,-7,-3,-0.3,8,7
COc1ccc(Cl)cc1NC(=O)C1CCCN(S(C)(=O)=O)C1 (configuration not stated),-2,-2,2,-6,-6,9,11,0.2,-4,9
CC12COC3(P(=O)(c4ccccc4)c4ccccc4)CC1CCC23CP(=O)(c1ccccc1)c1ccccc1 (configuration not stated),4,0,22*,10,1,2,-5,-0.4,9,1
CN(C)c1cccc(C(=O)NC2CCCc3ccccc32)c1 (configuration not stated),-69,-7,0,-4,-2,-48,2,3.8,-3,7
CCC1(C)Cc2c(sc3nnn(CC(=O)Nc4ccc(C)cc4)c(=O)c23)CO1 (configuration not stated),-4,6,0,9,11,-1,10,0.2,-8,-3
CCN(CC)CCOC(=O)c1ccc([N+](=O)[O-])cc1,1,-3,-2,-9,0,3,-1,0.5,-5,2
COc1ccc(/C=C(\NC(=O)c2ccccc2)C(=O)N2CCC(C)CC2)cc1,0,-6,-3,-1,1,-2,2,0.0,7,-9
O=C(c1noc2c1CSc1ccccc1-2)N1CCN(c2ccc(Cl)cc2)CC1,-13,11,-4,-3,1,-7,-5,-0.2,-3,0
O=C(NCc1ccccn1)c1nc(-c2cccs2)no1,6,5,3,-4,6,6,3,0.3,-4,5
COc1ccc(-c2c(NC(C)=O)n(C)c3ccccc3c2=O)cc1,-134,0,0,-3,-7,-107,5,10.0,3,2
CCN(CC)S(=O)(=O)c1ccc(N2CCCC2)c(NS(=O)(=O)c2ccccc2)c1,-2,-2,0,-5,2,1,4,0.4,5,6
CC(C)(C)C(=O)CSc1nc2ccccc2o1,1,5,3,1,-12,6,-7,0.3,12,-14
COc1ccccc1CN1CC(C(=O)N(CCO)Cc2cccs2)CCC1=O (configuration not stated),-8,1,-1,4,-3,1,2,-0.7,-3,4
CC(=O)Oc1ccc2ccccc2c1C(NC(=O)Cc1ccccc1)c1ccccc1 (configuration not stated),-2,0,1,2,5,-1,7,0.4,-1,0
Cc1ccc(OCCC(=O)OCC(=O)NCc2ccccc2)cc1,-7,5,-2,0,7,0,6,-0.2,-11,1
N#CC1=C(N)C(C#N)(C#N)[C@H](c2ccncc2)[C@H]2CC3(CC=C12)OCCO3,-56,1,4,-3,1,-36,0,7.3,3,3
O=C(Oc1ccc2c(c1)OCO2)c1ccc(F)cc1Cl,2,6,4,-5,0,3,-3,0.2,-11,8
Cc1c(NC(=O)CN2CCN(c3ccc(F)cc3)CC2)c(=O)n(-c2ccccc2)n1C,2,2,0,3,-1,1,0,0.3,-7,2
N#CC[C@H](Cc1ccccc1)N1CCN(CCc2ccccc2)CCC1=O,-1,-3,1,2,1,-5,1,-0.9,4,0
COc1ccc(C(=O)CNc2ccccc2Br)cc1,-8,-3,-1,3,1,0,-7,-0.6,14,9
Cc1csc2ncc(C(=O)Nc3cccc(C(F)(F)F)c3)c(=O)n12,7,20,2,1,-4,6,4,0.1,18,7

# Record cards, from the list above. Order of screens: PLC-beta3 inh, NR1D1 modulator, UHRF1 binding, ASAP1 inh, Tn7 DDE FP, PLCg1 inh, Tn6 DDE FP, KLK7 zymogen act, ARFGAP1 inh, sPLA2-III inh
# COc1ccc(S(=O)(=O)N2CCN(C(=O)N(C)C)C2C)cc1 (configuration not stated) in the list: 3, -3, 4, 6, -1, 6, -3, 0.6, -2, 5
# CC(=O)N1CCc2ccc([N+](=O)[O-])cc21 in the list: 0, -9, -3, -7, -5, 0, 7, 0.4, -10, -9
# Cc1ccc(NC(=S)NCCC2=CCCCC2)cc1 in the list: -4, 4, 0, 5, -7, 5, -7, 0.2, -1, 18
# CN1CCN(c2ccc(CNC(=O)C3(C)Cc4c(-c5ccccc5)ccnc4O3)cc2)CC1 (configuration not stated) in the list: 2, -2, 3, 7, 0, 0, 5, -0.3, 10, 5
# O=C(c1noc2c1CSc1ccccc1-2)N1CCN(c2ccc(Cl)cc2)CC1 in the list: -13, 11, -4, -3, 1, -7, -5, -0.2, -3, 0

# Looked up by structure from the entries so far (6):
SMILES,PLC-beta3 inh,NR1D1 modulator,UHRF1 binding,ASAP1 inh,Tn7 DDE FP,PLCg1 inh,Tn6 DDE FP,KLK7 zymogen act,ARFGAP1 inh,sPLA2-III inh
CCN(CC)S(=O)(=O)c1ccc(N2CCCC2)c(NS(=O)(=O)c2ccccc2)c1,-2,-2,0,-5,2,1,4,0.4,5,6
O=C(c1ccc(NS(=O)(=O)c2cccs2)cc1)N1CCOCC1,-4,-2,-1,7,-5,2,-8,-0.1,9,-5
CC12COC3(P(=O)(c4ccccc4)c4ccccc4)CC1CCC23CP(=O)(c1ccccc1)c1ccccc1 (configuration not stated),4,0,22*,10,1,2,-5,-0.4,9,1
COc1ccccc1CN1CC(C(=O)N(CCO)Cc2cccs2)CCC1=O (configuration not stated),-8,1,-1,4,-3,1,2,-0.7,-3,4
COC(=O)c1cc(OC)c(OC)cc1NC(=O)Cn1nnc(-c2ccccc2Cl)n1,-3,2,17,-1,5,2,4,-0.3,-9,5
O=C(NCc1ccccn1)c1nc(-c2cccs2)no1,6,5,3,-4,6,6,3,0.3,-4,5

# Source: PubChem BioAssay (several laboratories)
